# High-throughput results (PubChem)
# ER stress rescue: protection against thapsigargin-triggered cell killing – 384-well, CSM14.1, ATP luminescence, primary screen (AID 1222); CSM14.1 thapsigargin-induced death rescue, ATP luminescence; higher % means a stronger effect; cellular ATP content (survival), % at 20 µM; hits with a dose series show EC50 in µM; 190,000 tested, under 10 active;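 active = EC50 below 50 µM in the dose-response confirmation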;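 note: death triggered by thapsigargin at about 15 µM added after 2 h compound pretreatment; cell ATP read after overnight thapsigargin exposure of roughly 18 to 22 hours; normalized against plate controls of thapsigargin alone and 5% DMSO vehicle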
# Hep lipid drop: modulators of hepatic lipid droplet formation. inhibition, % at 6.5 µM. AML12 mouse hepatocytes, oleate lipid droplets, BODIPY imaging. hit rate 0.4% among 240,000;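 active = lipid droplet intensity inhibited by at least 50%, with more than 500 cells counted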
#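 Test system: AML12 hepatocytes (mouse); reagent: oleate loading, 100 µM; dosing: one dose, 6.5 µM compound; incubation: overnight exposure; signal: fluorescence imaging, 20x objective, two fields per well; read-out basis: % inhibition of corrected integrated BODIPY droplet signal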
# M1AAP inhibition: P. falciparum M1AAP inhibitors, biochemical, fluorogenic H-Leu-NHMec substrate, 1536-well (AID 1445). one-dose inhibition, % at 30 µM; IC50 in µM for titrated hits. hit rate 0.42% among 220,000. recombinant M1AAP, H-Leu-NHMec fluorogenic kinetic assay; higher % means a stronger effect;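 active = primary inhibition above the hit cutoff, then over 50% inhibition at one or more dose response concentrations, cut at about 23% in these data, passing the limit was not always enough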;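 note: plate controls were DMSO full reaction for no effect and no enzyme background for full effect; strong numbers were not always called active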
# Yfh1-depleted yeast: enhancers of respiration in Yfh1-depleted yeast, dose response, Friedreich's ataxia, plus single-dose screen (AID 1465). S. cerevisiae Yfh1-off respiration, WST-1 reduction, 72 h; higher fold induction means a stronger effect. fold induction at 50 µM; hits with a dose series show EC50 in µM. hit rate 0.074% among 220,000;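 active = fold induction of absorbance versus untreated yeast above a set limit, then at least 30% activation at any dose in follow-up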;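 note: activators that raise dye reduction in frataxin-depleted yeast; strong numbers were not always called active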
# MT stabilizer: microtubule stabilizers in HeLa cells | AID 2205 | % tubulin-high responders, % at 10 µM | HeLa tubulin immunostaining HCS, 24 h; share of cells brighter than vehicle mean+2SD | hit rate 0.83% among 200,000;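 active = plate Z-score above 3 for both tubulin-high and condensed-nucleus cell shares, with cell loss under 80%, at 10 µM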;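 note: anti alpha tubulin signal scored within the nucleus-defined area of each cell; some results filed as inactive read as strong as hits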
# Ins promoter up: MIN6 insulin promoter up-regulation; MIN6 insulin promoter-GFP reporter, high-content imaging; stronger effect = higher value; z-score at 5 µM; hit rate 0.3% among 190,000; AID 1625;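 active = z-score above 3 at 5 µM with at least 500 cells counted in the well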
# Autophagy HCS: modulators of autophagy | MEF GFP-LC3 puncta imaging; test concentration mostly 10 µM | calls only at 10 µM (by protocol) | hit rate 0.98% among 190,000 | AID 463193;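 active = percentage of spot-positive cells more than 3 SD above its plate mean, without a fluorescence outlier flag or 80% toxicity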;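 note: spot-positive cell cutoff set from DMSO-treated cells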
# Dynein transport: blocks dynein driven cargo transport along microtubules. 3617.4 mouse cells, GR-EGFP nuclear translocation imaging; test concentration mostly 20 µM; stimulated with dexamethasone, 1 µM; stronger effect = lower value. z-score, hits read low. hit rate 0.47% among 220,000;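 active = plate z-score of nuclear minus cytoplasmic receptor signal below a set negative limit, without overly bright fluorescence or cell loss, cut at about -3.5 in these data, passing the limit was not always enough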;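 note: z-score of nuclear minus cytoplasmic ring GR-EGFP intensity difference per well; some compounds called inactive have numbers as strong as hits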
#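 medium = tetracycline-free induction medium containing charcoal-stripped FBS | probe or stimulus = dexamethasone, 1.0 µM final | timing = 48 h induction, then 1 h compound, then 30 min agonist, 37 °C | detection = automated 10x imaging of fixed Hoechst-stained cells | read-out basis = nuclear versus cytoplasmic GR-EGFP signal, averaged per well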
# M17LAP inhibition: P. falciparum M17LAP inhibitors, primary screen, biochemical, fluorogenic H-Leu-NHMec substrate, 1536-well (AID 1619). recombinant M17LAP, H-Leu-NHMec fluorogenic kinetic assay; higher % means a stronger effect. inhibition, % at 30 µM; hits with a dose series show IC50 in µM. hit rate 0.38% among 220,000;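 active = compound inhibiting the enzyme by more than half at any dose during confirmatory dose-response retesting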;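 note: plate controls were full reaction with DMSO carrier for no effect and no enzyme background for full effect; strong numbers were not always called active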
# Dynein transport cytoplasmic EGFP: second read-out of Dynein transport, no call of its own (marks repeat the call); z-score; measured here: cytoplasmic GR-EGFP intensity; stronger effect = higher value
# Dynein transport nuclear GR-EGFP: also measured in Dynein transport; calls as there; z-score; measured here: nuclear GR-EGFP intensity;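 lower value marks the stronger effect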
# Dynein transport cell count: further read-out of Dynein transport, marked with its call; z-score; measured here: cell count per field
# Ins promoter up cell count: recorded beside Ins promoter up, whose call it bears; cell count; measured here: cytotoxicity, nuclei count;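 total cells summed across four imaged fields per well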
# Hep lipid drop cells 6.5 µM: also measured in Hep lipid drop; calls as there; cell count; measured here: cell count, cytotoxicity flag;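 cells counted across two imaged fields per well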
# MT stabilizer Hoechst-high %: also measured in MT stabilizer; calls as there; % Hoechst-high responders; measured here: nuclear condensation Hoechst responders;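 share of cells brighter than vehicle mean plus two SD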
# MT stabilizer cytotoxicity %: second read-out of MT stabilizer, no call of its own (marks repeat the call); toxicity, %; measured here: cytotoxicity by cell density;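 0% = mean cell density of plate MIN control wells and 100% = no cells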
# Autophagy HCS cell loss 18 h: recorded beside Autophagy HCS, whose call it bears; toxicity, %; measured here: cell loss, nuclei count;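 cell loss after 18 h compound exposure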
# * hit, by the source's call; i = inactive; / = not tested or not shown.
canonical_smiles	ER stress rescue	Hep lipid drop	Hep lipid drop cells 6.5 µM	M1AAP inhibition	Yfh1-depleted yeast	MT stabilizer	MT stabilizer Hoechst-high %	MT stabilizer cytotoxicity %	Ins promoter up	Ins promoter up cell count	Autophagy HCS	Autophagy HCS cell loss 18 h	Dynein transport	Dynein transport cytoplasmic EGFP	Dynein transport nuclear GR-EGFP	Dynein transport cell count	M17LAP inhibition
CCC(C)NC(=O)Cn1cnc2sc(C)c(S(=O)(=O)N3CCN(c4ncccn4)CC3)c2c1=O (centres undefined)	-0.6%	0	660	7%	i	3.0	1.5	12	0.95	1480	i	9	-0.13	-0.19	-0.18	0.3	8%
C=C(C)C1CC=C(C)/C(=N\NC(=O)CNc2cccc3ccccc23)C1 (centres undefined)	-1.1%	-26	692	10%	i	7.0	2.5	9.1	0.16	1509	i	-7	-0.16	-0.27	0.049	0.11	0%
CCc1ccccc1NC(=O)c1ccc(F)c(S(=O)(=O)N2CCC(C(N)=O)CC2)c1	-0.6%	/	/	-3%	i	2.7	2.7	8.7	-0.25	1587	i	6	0.51	-0.26	0.31	-0.84	13%
CCc1ccccc1NC(=O)Cc1ccc(-n2cccc2)cc1	-2.3%	-17	640	9%	i	2.8	2.7	5.2	-0.02	1479	i	6	-0.3	-0.23	-0.22	0.35	3%
CN1CCN(C(=O)c2ccc(-c3nn(C)c(=O)c4ccccc34)cc2)CC1	/	/	/	/	i	2.2	1.8	3.2	/	/	i	5	0.44	-0.29	0.45	-0.02	/
Cc1cccc(NC(=O)c2nc[nH]c2C(=O)NCC(=O)OCc2ccccc2)c1	/	3	661	-5%	i	/	/	/	-0.39	844	/	/	-0.014	-0.78	0.018	-0.17	-1%
COc1ccc(C(=O)Nc2ccc(N3CCCC3)cc2)cc1	0.8%	/	/	-7%	i	1.0	0.7	1.9	0.11	933	i	2	-0.74	-0.32	-0.56	0.36	-5%
O=C1OCCN1C(=O)[C@H]1[C@H](c2ccc(Cl)cc2)C(c2cccc(Cl)c2)=NN1c1ccccc1	-0.6%	-9	712	-1%	i	5.5	2.2	5.9	0.02	1143	i	2	-2.5	-0.22	-0.44	1.5	-7%
O=C(Nc1ccc(-c2nc3cccnc3s2)cc1)C1CCCO1 (centres undefined)	-8.6%	16	762	4%	/	3.7	4.2	3.4	0.84	1210	i	28	-0.067	-0.12	0.88	-0.27	-105%
O=C(CSc1nc(-c2ccccc2)c(-c2ccccc2)[nH]1)Nc1ccc2c(c1)OCO2	-0.8%	12	667	0%	i	2.0	2.3	9.3	-0.19	1288	i	7	0.65	-0.2	0.52	-0.064	-4%
CCOc1cccc(OCCOCCN(C)C)c1	0.3%	-10	620	-3%	i	2.2	1.8	6.0	-0.37	1092	i	2	-0.67	-0.13	0.21	0.47	1%
CCOC(=O)CC(N)c1ccc2c(c1)OCO2 (centres undefined)	0.3%	/	/	1%	i	2.1	1.2	7.8	0.3	1151	i	2	-0.55	0.02	-0.38	0.33	3%
CCCc1cc(=O)oc2c(C)c(OCc3nn[nH]n3)ccc12	/	-12	738	17%	i	/	/	/	0.25	1434	/	/	0.68	-0.1	0.24	-0.033	-6%
O=C(CCc1[nH]c2ccccc2c1Sc1ccccc1)N(CCO)CCO	-1.8%	18	625	0%	i	1.5	1.5	11	-0.29	1413	i	6	-0.47	-0.24	-0.062	0.15	-7%
CCCC(=O)Nc1nc2ccc(NC(=O)c3ccc(Br)o3)cc2s1	-0.8%	2	760	7%	i	3.6	2.2	4.0	-0.4	1256	i	-1	3.8	0.92	2.5	-1.6	16%
Cc1ccc(CNC(=O)CSc2nc3c(sc4ccccc43)c(=O)n2CCCN2CCCC2)cc1	-0.5%	-15	695	10%	i	3.1	2.0	5.7	/	/	i	0	1	0.35	0.54	-0.78	-3%
CC(Sc1nc(-c2ccccc2)cc(C(F)(F)F)n1)C(=O)Nc1sc2c(c1C(N)=O)CCC2 (centres undefined)	-2.8%	-2	632	11%	i	3.7	1.1	20	0.35	1406	i	-4	-0.051	-0.1	0.021	1	7%
COc1ccc(C(=O)O)nc1C	/	-5	390	13%	i	/	/	/	0.03	1040	/	/	1.1	-0.23	0.14	-0.35	-5%
CCOC(=O)c1c(NC(=O)CN2CCCc3ccccc32)sc(C)c1C	14%	2	599	5%	i	1.6	1.9	8.3	-1.1	1366	i	0	0.27	-0.2	0.43	-0.84	6%
O=C(Nc1ccc(-c2nc3c(ccc4ccccc43)o2)cc1)c1ccco1	0.5%	10	732	1%	i	2.9	1.5	0.3	0.01	702	i	16	0.9	-0.24	0.51	0.19	-1%
CC(C)Cc1cc(C(=O)Nc2cccnc2)no1	-3.3%	/	/	0%	i	1.5	4.2	8.7	1.1	1052	i	2	-0.31	-0.23	-0.08	0.066	6%
O=C(Cn1nnc2ccccc2c1=O)Nc1ccc2c(c1)CCC2	0.3%	/	/	2%	i	1.9	1.6	12	-0.11	1304	i	8	2.7	0.17	1.2	-1.7	1.5µM*
CCNc1ccc(C(=O)OCC)cc1NC(=O)c1cccc(N(C)C)c1	0.8%	/	/	4%	i	38*	49*	62*	-1.8	688	i	33	-0.023	-0.15	0.041	-0.75	6%
Cc1cccc(NC(=O)/C=C/c2ccc([N+](=O)[O-])s2)c1	0.2%	-1	653	0%	i	25	12	32	/	/	i	42	1.2	1.1	1.2	-0.037	-3%
Cc1ccccc1-n1nnnc1Sc1nnnn1-c1ccccc1	1.2%	1	718	-11%	i	0.8	1.2	11	/	/	i	16	-5.1*	2.1*	-2.4*	0.19*	-7%
COc1ccc(N(C(=O)C2CCCCC2)S(=O)(=O)c2cccc3cccnc23)cc1	1.8%	-22	686	-6%	i	3.6	1.5	3.1	-0.29	1465	i	-19	2.5	-0.22	1.1	-0.92	-9%
CCCCn1c(SCC(=O)NCCc2ccc(OC)c(OC)c2)nc2c1c(=O)n(C)c(=O)n2C	-0.7%	/	/	0%	i	3.2	2.6	7.2	-0.45	970	i	8	-0.4	-0.2	0.11	0.8	17%
COCCCn1c(O)c(/C=C2\N=C(C#N)C(=Nc3ccc(C)cc3)O2)sc1=S	/	9	795	5%	i	/	/	/	-0.1	741	/	/	-6.4	10	-1.3	0.6	7%
CCc1cccc(NC(=O)NC2CCCCC2)c1	-2.6%	-10	583	1%	i	4.0	2.7	4.5	/	/	i	0	-0.39	-0.25	-0.24	0.68	13%
O=C1CCCC2(O)C1C(c1cccc(Br)c1)NC(=O)N2Cc1ccccc1 (centres undefined)	-3.1%	-8	662	15%	i	0.5	3.2	14	1.5	1561	i	-1	-1.2	-0.32	-0.76	1.9	17%
CC(=O)Nc1ccccc1OCc1cnc(Cl)s1	2.3%	1	661	-9%	i	2.8	3.3	6.6	0.01	1601	i	-4	0.36	-0.35	0.61	0.45	-7%
CCC(=O)N1CCN(c2ccc(NC(=O)c3ccc4c(c3)OCCO4)cc2)CC1	0.1%	3	695	-2%	i	4.0	2.9	1.9	-0.83	1304	i	20	-0.44	-0.26	-0.26	0.82	0%
COc1ccccc1NC(=S)NCc1cccs1	7.7%	-4	633	2%	i	2.4	2.2	2.4	0.13	1269	i	-8	-0.66	-0.32	-0.6	0.68	3%
C/C(Cn1nc([N+](=O)[O-])cc1C)=N\NC(=O)c1ccc(O)cc1O	-1.4%	/	/	19%	i	3.1	1.2	6.5	-0.27	1718	i	23	1.2	-0.19	1.3	-1.1	23%
Cc1cc(C(=O)NCCCN2CCOCC2)n(-c2ccccc2)n1	-1.5%	10	521	2%	i	4.2	1.9	8.4	-0.39	1913	/	/	-0.14	-0.22	0.028	0.17	0%
Cc1cc(C(=O)CSc2nnc(N)s2)c(C)n1-c1c(C)n(C)n(-c2ccccc2)c1=O	1.2%	-5	715	-1%	i	1.6	1.1	6.0	-0.04	905	i	1	0.088	-0.26	0.18	1	1%
CCOC(=O)N/N=C/c1c(C)c(C(=O)c2ccc(F)cc2)n2ccccc12	0.8%	-3	685	8%	i	3.0	2.3	4.3	0.49	1175	i	-1	0.27	-0.27	0.34	0.45	-1%
Cn1c(=O)c2ncn(CC(=O)Nc3nc(-c4ccc(Cl)cc4)cs3)c2n(C)c1=O	0.9%	-7	666	5%	i	2.2	2.3	8.2	-0.36	1546	i	-10	-0.35	-0.16	-0.76	-0.47	14%
C[C@@H](C(=O)Nc1ccc2ccccc2c1)[C@@H]1C[C@@]1(C)[C@@H](NC(=O)c1cnccn1)c1ccccc1	-3.4%	-3	790	5%	i	3.3	3.5	4.9	0.4	1060	i	-11	0.24	-0.3	0.52	0.26	-10%
O=C(/C=C1\SC(=O)NC1=O)Nc1ccc(C(=O)O)cc1	/	9	703	6%	i	/	/	/	/	/	/	/	-0.043	-0.26	0.39	0.99	33%

# Outcome played no part in choosing rows; 3.5% or so of the library scored in one or more.
